# Screens (PubChem)
# hcGAS inh – Primary biochemical luminescence assay for human cyclic GMP-AMP synthase inhibitors; inhibition, % at 12.5 µM; actives 0.081% (n = 290,000); AID 1259398, 2018; Q8N884; recombinant h-cGAS, ATP depletion, Kinase-Glo luminescence;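 further: 0% = vehicle reaction and 100% = reaction without DNA for no activity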
# Target sequence (Q8N884 whole entry, looked up): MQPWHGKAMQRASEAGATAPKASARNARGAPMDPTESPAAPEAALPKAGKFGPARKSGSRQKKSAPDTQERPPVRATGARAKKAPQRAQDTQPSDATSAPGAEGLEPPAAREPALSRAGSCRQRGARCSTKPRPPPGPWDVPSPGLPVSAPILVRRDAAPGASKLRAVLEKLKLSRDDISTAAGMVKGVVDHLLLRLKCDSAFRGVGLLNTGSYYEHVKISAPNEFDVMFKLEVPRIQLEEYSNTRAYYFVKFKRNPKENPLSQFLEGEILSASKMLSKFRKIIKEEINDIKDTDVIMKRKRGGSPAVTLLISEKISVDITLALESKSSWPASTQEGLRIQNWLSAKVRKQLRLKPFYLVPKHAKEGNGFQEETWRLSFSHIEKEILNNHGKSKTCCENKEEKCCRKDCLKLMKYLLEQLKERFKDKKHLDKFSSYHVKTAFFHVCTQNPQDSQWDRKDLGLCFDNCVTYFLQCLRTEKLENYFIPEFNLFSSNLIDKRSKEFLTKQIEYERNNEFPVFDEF
# NPYLR7 ag – agonists of mosquito NPYLR7 receptor, primary screen, cell-based, Aedes aegypti, calcium fluorescence, mosquito biting behavior; Aedes aegypti neuropeptide Y-like receptor 7 (NPYLR7); HEK293T NPYLR7/Galpha15, GCaMP6s calcium fluorescence; activation, % at 10 µM; actives 0.15% (n = 270,000); AID 1259423, 2018; in the data active means activation above about 40%;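 further: 0% = vehicle and 100% = reference agonist at the receptor; some compounds past the cut are filed as inactive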
# mcGAS inh – cyclic GMP-AMP synthase inhibitors, mouse, primary biochemical chemiluminescence. Q8C6L5. recombinant cGAS, Kinase-Glo ATP depletion luminescence. inhibition, % at 12.5 µM. actives 0.15% (n = 160,000);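 further: 0% = negative control wells and 100% = reference inhibitor with no enzyme activity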
# * hit, by the source's call; / = not tested or not shown. Unless noted, no stated cut-off is given here; in the data, active means inhibition above about 40%; inactive means the rest.
SMILES,hcGAS inh,NPYLR7 ag,mcGAS inh
CCCc1nc(N[C@H]2CCCCNC2=O)c2cnn(C)c2n1,-5,17,-17
NC(=O)CSc1nc2c(c(=O)n1-c1ccccc1)SCC2,-6,1,/
COCCCNc1ncnc2c1c(-c1ccccc1)cn2-c1ccc(OC)cc1,-4,1,-9
COCCOC1CCC12CCN(C(=O)c1nccn1C)CC2 (centres undefined),10,/,3
C=CCN(Cc1csc(COc2ccccc2C(C)C)n1)C(=O)c1cccc(C)c1,-3,-4,-6
COC(=O)Cn1c(=NC(=O)c2ccnn2C)sc2cc(C(=O)OC)ccc21,-4,/,-7
Cc1cc(N2CCN(Cc3ccccc3)CC2)nc(-c2cccnc2)n1,2,-10,2
CN1CCC(CN(CCc2ccccc2)C(=O)c2ccc3c(c2)OCCO3)CC1,-8,3,/
O=C(NCCCCc1ccccn1)c1ccccc1C1CCNC1 (centres undefined),-5,-2,/
CC1CN(c2cc(Oc3cccc(Cl)c3)ncn2)CCN1C(=O)c1ccc(Cl)cc1Cl (centres undefined),-6,10,-4
O=C1C(=O)N(CCN2CCOCC2)C(c2ccc(Cl)c(Cl)c2)C1=C(O)c1ccccc1 (centres undefined),-11,12,-7
COc1ccc(/C=N\NC(=O)c2cc(-c3ccccc3)nc3ccccc23)cc1O,-1,1,-6
Cc1cc(C)cc(NC(=O)c2ccccc2NS(=O)(=O)c2c(C)c(C)cc(C)c2C)c1,-4,0,-6
CCCCC(=O)N1CC2(C)CN(C(=O)CCCC)CC(C)(C1)C2=O,-1,4,/
Cc1ccc2nc(C)c(C(=O)N3CCOC(CCN)C3)cc2c1 (centres undefined),2,25,/
Cc1nnsc1C(=O)N1CCCC(CCC(=O)Nc2ccc(C(F)(F)F)cc2)C1 (centres undefined),-10,8,/
CCCc1cc(C(=O)NC2CCN3CCCCC23)sc1C (centres undefined),-2,7,/
CC(=O)N1CCN(C[C@@H]2C=C(C)[C@H](Cc3nnc(C(C)(C)C)o3)C[C@H]2C(C)C)CC1,-2,-9,-2
CCOC(=O)c1nc2cc(Cl)c(Cl)cc2nc1N1CCCN(S(=O)(=O)c2ccc(C(C)(C)CC)cc2)CC1,-6,/,-7
CCCc1c(C)nc2c(-c3ccc(Cl)cc3)c(C)[nH]n2c1=O,-8,-16,/
COc1ccc(NC(=O)CSc2nc(=O)n3ccccc3n2)c(OC)c1,-11,1,-8
Cc1ccc(S(=O)(=O)c2nnn3c2nc(N2CCOCC2)c2sccc23)cc1,-8,2,-4
Cc1cc2c(cc1C(=O)N1CCC(O)(CN(C)C)C1)OCCO2 (centres undefined),-5,2,1
Cc1csc(S(=O)(=O)C(C)C(=O)N(C)C)n1 (centres undefined),-13,2,-17
O=c1c2ccsc2ncn1Cc1noc(-c2cccs2)n1,0,-1,-14
CN(C)CCN(C(=O)CCc1ccccc1)c1nc2ccc(Br)cc2s1,-8,-2,-8
CCOC(=O)C1C(=O)C=C(c2cccc(OC)c2)CC1c1ccc(OC)cc1 (centres undefined),-4,2,-4
CC1(C(=O)Nc2cnc3ccccc3c2)CCN1C(=O)Cc1ccc(-c2ccccc2)cc1 (centres undefined),-11,-3,-3
COc1ccc(NC2CCCN(C(=O)c3csc(Cc4ccccc4)n3)C2)cc1 (centres undefined),-5,3,/
C/C(=N\Nc1nc(-c2ccccc2)c2cc(Cl)ccc2n1)c1ccccc1,6,-6,-5

# 4 records picked at random from the list so far:
SMILES,hcGAS inh,NPYLR7 ag,mcGAS inh
Cc1cc2c(cc1C(=O)N1CCC(O)(CN(C)C)C1)OCCO2 (centres undefined),-5,2,1
CC1(C(=O)Nc2cnc3ccccc3c2)CCN1C(=O)Cc1ccc(-c2ccccc2)cc1 (centres undefined),-11,-3,-3
O=c1c2ccsc2ncn1Cc1noc(-c2cccs2)n1,0,-1,-14
Cc1ccc(S(=O)(=O)c2nnn3c2nc(N2CCOCC2)c2sccc23)cc1,-8,2,-4

# (next part)
SMILES,hcGAS inh,NPYLR7 ag,mcGAS inh
CCCCn1c(CN2CCCC(C(=O)c3cccs3)C2)cnc1S(=O)(=O)CC (centres undefined),-7,2,/
COc1ccccc1OCC1c2ccsc2CCN1C(=O)CN(CC1CCCO1)C(=O)c1cccs1 (centres undefined),-3,/,-5
CCOC(=O)c1nn(-c2ccc(Cl)cc2)c(=O)c2c(NC(=O)C(C)Oc3ccccc3)scc12 (centres undefined),0,-6,-2
CNc1cc(-c2ccc(OC)c(OC)c2)ncn1,-21,0,/
Cc1cc(C(=O)NCCN=C2NS(=O)(=O)c3ccccc32)ccc1[N+](=O)[O-],-4,15,-9
CCOc1ccccc1C(=O)N(C(=O)N1CCCCC1)c1ccc(C)cc1,5,8,/
CCCCOCC(=O)Nc1cc(Br)cn(C)c1=O,0,-4,/
CCN(C(=O)C(=O)c1c(C)n(C)c2ccccc12)c1ccc(OC)cc1,-5,16,-3
O=C1CCCN1c1ccc(Cn2nc3c(S(=O)(=O)N4CCCCC4)cccn3c2=O)cc1,-5,4,-5
CCN(CC)c1ccc(/C=N\Nc2nc(N3CCCCC3)nc(N3CCCCC3)n2)cc1,-6,-7,-5

# Complete entries, looked up by structure.
# Results for CCOc1ccccc1C(=O)N(C(=O)N1CCCCC1)c1ccc(C)cc1 : hcGAS inh = 5; NPYLR7 ag = 8; mcGAS inh = /
# Results for CCCCOCC(=O)Nc1cc(Br)cn(C)c1=O : hcGAS inh = 0; NPYLR7 ag = -4; mcGAS inh = /
# Results for CCN(CC)c1ccc(/C=N\Nc2nc(N3CCCCC3)nc(N3CCCCC3)n2)cc1 : hcGAS inh = -6; NPYLR7 ag = -7; mcGAS inh = -5

# 4 entries from above in a different format:
CCOc1ccccc1C(=O)N(C(=O)N1CCCCC1)c1ccc(C)cc1
  hcGAS inh: 5	NPYLR7 ag: 8	mcGAS inh: /
CCCCOCC(=O)Nc1cc(Br)cn(C)c1=O
  hcGAS inh: 0	NPYLR7 ag: -4	mcGAS inh: /
CCN(C(=O)C(=O)c1c(C)n(C)c2ccccc12)c1ccc(OC)cc1
  hcGAS inh: -5	NPYLR7 ag: 16	mcGAS inh: -3
O=C1CCCN1c1ccc(Cn2nc3c(S(=O)(=O)N4CCCCC4)cccn3c2=O)cc1
  hcGAS inh: -5	NPYLR7 ag: 4	mcGAS inh: -5

# The results go on:
SMILES,hcGAS inh,NPYLR7 ag,mcGAS inh
COC(=O)c1ccc(CSc2ccc(NC(=O)c3ccccc3)nn2)o1,-6,2,-9
CCOC(=O)c1c(NC(=O)c2cc(OC)cc(OC)c2)c(-c2ccc3c(c2)OCO3)cn1C,-2,10,-7
COc1ccccc1Cn1c(C(=O)NCc2ccncc2)cc2ccsc21,-2,13,-4
Cc1cc(O)c(C(c2ccncc2)N2CCN(c3ccccc3F)CC2)c(=O)n1Cc1ccccc1 (centres undefined),9,0,/
CCCCCCNC(=O)c1cc(-c2ccc(OC)cc2)n(-c2cccc(OC)c2)c1C,-9,-10,-5
CC(C)c1ccc(Oc2cnn(-c3cccc(Cl)c3)c(=O)c2Nc2cccc(C(=O)NCCc3ccccn3)c2)cc1,4,1,2
Cc1cc(NC(=O)Cc2ccc(F)cc2)n(C(C)C)n1,2,/,-2
CC(C)Nc1ccnc(-c2ccc(S(C)(=O)=O)cc2)n1,-2,-4,/
Cc1ccn2c(NC(=O)COc3ccc(Cl)cc3)c(-c3cccc(F)c3)nc2c1,-8,-12,-8
C=C(Br)CN(CC#N)Cc1ccccc1,-8,8,/
COc1cccc(C(=O)NCc2nnc(SCC(=O)Nc3nccs3)n2-c2cccc(C(F)(F)F)c2)c1,-6,7,-7
CC(C)c1cccc(NC(=O)c2cccc(CS(C)=O)c2)c1 (centres undefined),-14,6,/
Cc1nn(CC(=O)N2CCCC3(CNC(=O)O3)C2)c(=O)c2ccccc12 (centres undefined),-9,8,/
O=C(NCCn1ncc2c(N3CCCCCC3)ncnc21)C1(c2cccs2)CCCC1,-4,-3,3
Cc1nnc2ccc(OCCNS(=O)(=O)c3ccc(Oc4ccccc4)cc3)nn12,-5,1,-7
CN(C)C(=O)CSc1nnc2c(=O)n(Cc3ccc(F)cc3)ccn12,-5,0,/
CCOc1ccccc1N1CCN(C(=O)c2cc(-c3cccn3C)nn2-c2ccccc2)CC1,-3,15,-5
Cc1ccc(-c2nc3cccc(C)n3c2NC2CCCCC2)cc1,0,-4,-5
O=C(CN1CCCC1)OCCCOC(=O)CN1CCCC1,-1,-1,/
COCCCN(C(=O)Nc1ccc2occc2c1)C1CCN(C)CC1,-1,3,-2
